Screens deposited in PubChem by National Center for Advancing Translational Sciences (NCATS).
TSHR antagonist – Antagonists of the Thyroid Stimulating Hormone Receptor: HTS campaign; Thyrotropin receptor (Homo sapiens), P16473; TSHR-expressing cells, TSH-stimulated cAMP HTRF, 2 h; active compounds read low; activity change, negative = inhibition, % at 11.5 µM; actives 0.2% (n = 330,000); AID 504810, 2011;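 active = activity change below a set negative limit, meaning inhibition stronger than a set level, cut at about -70% in these data; inconclusive = activity change between two set negative limits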; also: % is scaled to controls: 0 for no effect and ±100 for the full control effect
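Freshly harvested TSHR cells receive pin-tooled compound, then EC80 TSH at 4nM final. After 2 hours at 37 deg C, antibody in lysis buffer and cAMP-d2 are added; 30 minutes at ambient temperature precede the HTRF read.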
uPA generation – qHTS for Inhibitors of Cell Surface uPA Generation; actives 0.31% (n = 330,000); cell surface uPA generation assay, qHTS; Potency, µM (doses to about 38.3 µM), without a hit: at the top dose activity change, negative = inhibition, actives largely listed as inhibitors; AID 540303, 2011; active = well fitted inhibition curve with a large enough effect; inconclusive = small, poorly fitted or top-dose-only effect; inactive = no such curve, though single readings can be large or run the other way; tested in mouse RAW 264.7 cells; also: potency is read from the fitted curve at half-maximal effect; % is scaled to controls: 0 for no effect and ±100 for the full control effect; nearly all actives have a fitted effect of over 55% in size
BCR signal inh – qHTS Assay to Find Inhibitors of Chronic Active B-Cell Receptor Signaling | Potency, µM (highest dose often 46.1 µM), for the others: top-dose ratio change, negative = lower green/red ratio, usual class: inhibitors | ABC-DLBCL IkBa-CBG/CBR reporter, luminescence ratio, 4 h | actives 0.05% (n = 340,000); active = well fitted inhibition curve with a large enough effect in the signal ratio, with a control signal flat, not every such curve was filed as active; inconclusive = small, poorly fitted or top-dose-only effect, or effect the other way, or a change in a side signal; the % refers to the signal ratio;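 also: potency is read from the fitted curve at half-maximal effect; plate controls were basal doxycycline-induced cells for no effect and cells given 10 µM MG132 for full effect; MG132 reads +100%, hits lower the ratio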
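Doxycycline induced both beetle luciferases in TMD8 lymphoma cells; IKK-driven degradation limits the IkappaBalpha-fused green signal, while red luminescence normalises for cell number and nonspecific effects. Compounds tested up to 46 uM, 4 hrs.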
Eya2 inh – qHTS Assay for Inhibitors of the Phosphatase Activity of Eya2; Protein phosphatase EYA2 (Homo sapiens), O00167; actives 0.006% (n = 330,000); recombinant Eya2, OMFP fluorescence dephosphorylation (OMFP is methylfluorescein phosphate); AID 488837, 2010; Potency, µM (titrated, usually from 76.9 µM), without a hit: at the top dose activity, negative = inhibition, usual class: inhibitors; also: potency is read from the fitted curve at half-maximal effect; % is scaled to controls: 0 for no effect and ±100 for the full control effect
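Eya2 (0.2 uM) preincubated 10 min at ambient with compound, then OMFP substrate added at 50 uM; 10 min reaction in 50 mM HEPES pH 7.5, 50 mM NaCl, 5 uM MgCl2, 0.05% BSA, 1 mM DTT. Fluorescence read at Ex 485/Em 525 nm.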
Tb PFK block – qHTS Assay to Find Inhibitors of T. brucei phosphofructokinase | ATP-dependent 6-phosphofructokinase (Trypanosoma brucei brucei), O15648 | T. brucei PFK, ADP-Glo luminescence | Potency, µM (doses to about 57.5 µM), for inactives: top-dose activity, negative = inhibition, hits mostly inhibitors | actives 0.17% (n = 330,000);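 also: potency is read from the fitted curve at half-maximal effect; 0% = uninhibited 1x PFK enzyme wells and -100% = no-enzyme wells; nearly all actives have a fitted effect of over 60% in size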
Target sequence (O15648 whole entry, looked up): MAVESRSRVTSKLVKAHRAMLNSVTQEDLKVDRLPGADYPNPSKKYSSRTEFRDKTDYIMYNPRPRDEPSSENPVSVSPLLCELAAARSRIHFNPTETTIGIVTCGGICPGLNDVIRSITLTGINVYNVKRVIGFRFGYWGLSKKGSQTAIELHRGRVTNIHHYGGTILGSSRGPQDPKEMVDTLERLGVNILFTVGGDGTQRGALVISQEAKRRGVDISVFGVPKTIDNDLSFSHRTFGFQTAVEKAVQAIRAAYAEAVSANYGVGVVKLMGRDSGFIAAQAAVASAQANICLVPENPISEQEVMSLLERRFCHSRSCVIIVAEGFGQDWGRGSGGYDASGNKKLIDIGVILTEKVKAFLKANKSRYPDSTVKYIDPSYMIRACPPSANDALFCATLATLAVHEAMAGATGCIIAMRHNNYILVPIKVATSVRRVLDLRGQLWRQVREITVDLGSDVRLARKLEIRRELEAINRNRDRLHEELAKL
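PFK 1.25 nM, F6P 0.5 mM, ATP 0.1 mM, 0.1 M TEA pH 8.0, 5 mM MgCl2, 0.01% Tween20, 0.1% BSA; 45 min RT. ADP-Glo readout. qHTS titration up to 57 uM; curves fitted, compounds curve-classed.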
TCR activator – Activators of T cell receptors: qHTS campaign; AID 504894, 2011; Potency, µM (doses to about 9.22 µM), for inactives: at the highest dose activation of IL-2 secretion, most hits filed as activators; 330,000 tested, under 10 active; primary human leukocytes, anti-CD3, IL-2 HTRF, 48 h; also: % of control where 0% means no effect
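Compounds are tested in HTS on primary human leukocytes co-incubated with a-CD3 beads for 48 hr. IL-2 output is measured by time-resolved FRET.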
B2AR arrestin – qHTS assay of beta-arrestin-biased ligands of beta2-adrenergic receptor; Beta-2 adrenergic receptor (Homo sapiens), P07550; beta-arrestin recruitment to beta2AR, cell-based reporter; Potency, µM (titrated, usually from 46.1 µM), inactives show top-dose activation, actives largely listed as activators; actives 0.02% (n = 330,000);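 also: potency is read from the fitted curve at half-maximal effect; 0% = DMSO controls and full agonism = EC100 isoproterenol or metaproterenol; nearly all actives have a fitted effect of over 65% in size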
Target sequence (P07550 whole entry, looked up): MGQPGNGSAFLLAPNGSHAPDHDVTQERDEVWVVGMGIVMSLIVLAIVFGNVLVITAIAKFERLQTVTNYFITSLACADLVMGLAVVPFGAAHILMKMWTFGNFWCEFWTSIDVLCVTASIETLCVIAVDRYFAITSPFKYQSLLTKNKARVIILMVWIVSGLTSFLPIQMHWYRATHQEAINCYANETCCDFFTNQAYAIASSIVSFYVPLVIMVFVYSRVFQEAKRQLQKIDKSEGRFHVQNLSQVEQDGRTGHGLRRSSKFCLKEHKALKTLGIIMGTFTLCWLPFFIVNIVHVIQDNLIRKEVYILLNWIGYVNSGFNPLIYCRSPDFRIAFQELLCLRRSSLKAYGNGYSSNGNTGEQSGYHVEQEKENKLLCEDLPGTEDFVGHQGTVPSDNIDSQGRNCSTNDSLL
USP2a inh – qHTS Assay for Inhibitors of Ubiquitin-specific Protease USP2a Using CHOP2 as the Reporter; Ubiquitin carboxyl-terminal hydrolase 2 (Homo sapiens), O75604; USP2 core, Ub-CHOP2 coupled fluorogenic reporter, 485/531; Potency, µM (top dose mostly 38.3 µM), inactives show at the highest dose activity change, negative = inhibition, usual class: inhibitors; actives 0.01% (n = 330,000); AID 463254, 2010;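 also: potency is read from the fitted curve at half-maximal effect; plate controls were DMSO wells for no effect and full inhibition by NEM control for full effect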
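Deubiquitinase activity read as fluorescence (485/531 nm) after Ub-CHOP2 cleavage activates the enterokinase reporter on its substrate; USP2 core 10nM, Ub-CHOP2 and substrate 25nM each, 30min compound preincubation then 60min RT; data normalized to NEM, curves fitted.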
ELG1 DNA repair – qHTS screen for small molecules that inhibit ELG1-dependent DNA repair in human embryonic kidney (HEK293T) cells expressing luciferase-tagged ELG1 | HEK293T ELG1-luciferase reporter, luminescence, 16 h; DNA damage induced by 5-fluorouridine | Potency, µM (series often up to 46.1 µM), for inactives: at the highest dose activity change, negative = inhibition, actives largely listed as inhibitors | actives 2.3% (n = 330,000); also: potency is read from the fitted curve at half-maximal effect; % is scaled to controls: 0 for no effect and ±100 for the full control effect; nearly all actives have a fitted effect of over 55% in size
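Step one: seed 2,000 cells per well. Step two: pin-transfer compound or DMSO alongside 5-fluorouridine. Step three: incubate 16 hr, 37 °C, 5% CO2. Step four: add ONE-Glo, wait 30 min, read luminescence.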
Mito fusion act – qHTS Assay for Small Molecule Inhibitors of Mitochondrial Division or Activators of Mitochondrial Fusion; S. cerevisiae fusion-defective mutant growth rescue, CellTiterGlo 48 h; Potency, µM (titrated, usually from 46.1 µM), for the others: at the top dose growth rescue (activation), usual class: activators; actives 0.23% (n = 320,000);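 also: potency is read from the fitted curve at half-maximal effect; % of control where 0% means no effect; nearly all actives have a fitted effect of over 45% in size; temperature-sensitive fusion mutants such as fzo1-1 at 37 °C on non-fermentable ethanol glycerol medium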
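Compounds are tested for their ability to restore growth of mitochondrial fusion-defective yeast strains at non-permissive 37C in YPEG medium over 48 hours. Viability is quantified by luciferase luminescence.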
PTAP TSG101 blk – qHTS Assay for Iinhibitors of HIV-1 Budding by Blocking the Interaction of PTAP/TSG101 | Fluorescence polarization, FITC-PTAP peptide / Tsg101 binding | AID 493005, 2010 | 340,000 tested, under 10 active | Potency, µM (series often up to 115 µM), for the others: at the highest dose activity change, negative = inhibition, actives largely listed as inhibitors; active = well fitted inhibition curve with a large enough effect in the main read-out, with a control signal flat, not every such curve was filed as active; inconclusive = small, poorly fitted or top-dose-only effect, or effect the other way, or a change in a side signal; inactive = no such curve, though single readings can be large or run the other way; also: potency is read from the fitted curve at half-maximal effect; % of control where 0% means no effect
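Fluorescence polarization binding of Tsg101 binding domain (10 uM final) to FITC-labeled PTAP peptide (50 nM final) in HEPES pH 7.5 buffer with NaCl, Tween 20, EDTA, TCEP. Compounds added before peptide; binding 20 min at RT.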
* marks the source's active call; other numbers are inactive results; [ ] = remark or other dose. Unless noted, calls follow the shape of the dose curve; as a rule, active = well fitted curve in the direction sought with a large enough effect; inconclusive = small, poorly fitted or top-dose-only effect, or another doubt; inactive = no such curve, though single readings can be large; an effect the other way counts as inactive or inconclusive.

What do the screens show for `COC(=O)C1Cc2ccccc2CN1S(=O)(=O)c1ccc(F)cc1` (configuration not stated)?
TSHR antagonist: -11; uPA generation: 5%; BCR signal inh: 2%; Eya2 inh: -1%; Tb PFK block: 2%; B2AR arrestin: -0.8%; USP2a inh: 0%; ELG1 DNA repair: 7%; Mito fusion act: 11%; PTAP TSG101 blk: -3%

Results for O=C(NCCS(=O)(=O)N1CCN(c2ccccc2F)CC1)c1ccco1 ?
TSHR antagonist: -2; uPA generation: 7%; BCR signal inh: -2%; Eya2 inh: 5%; Tb PFK block: -2%; TCR activator: -2%; B2AR arrestin: 0.9%; USP2a inh: 1%; ELG1 DNA repair: 5%; Mito fusion act: -2%; PTAP TSG101 blk: -1%

Results for FC(F)(F)Sc1ccc(NC(=S)NCc2ccccc2)cc1 ?
TSHR antagonist: -32; uPA generation: -30%; BCR signal inh: inconclusive; Eya2 inh: -15%; Tb PFK block: -9%; TCR activator: -5%; B2AR arrestin: 0.2%; USP2a inh: -5%; ELG1 DNA repair: 0%; Mito fusion act: -12%; PTAP TSG101 blk: -1%

What do the screens show for `CN1CCN(/N=C/c2ccc(OCc3ccccc3)cc2)CC1`?
TSHR antagonist: 12; uPA generation: -8%; BCR signal inh: inconclusive; Eya2 inh: -3%; Tb PFK block: -9%; TCR activator: -3%; B2AR arrestin: 0.2%; USP2a inh: -1%; ELG1 DNA repair: inconclusive; Mito fusion act: -3%; PTAP TSG101 blk: 0%

How did O=C(NCc1ccccc1)C1(c2cccc(F)c2)CCCC1 do in these assays?
TSHR antagonist: -3; uPA generation: -13%; BCR signal inh: 4%; Eya2 inh: 11%; Tb PFK block: -3%; TCR activator: 3%; B2AR arrestin: 0.4%; USP2a inh: 10%; ELG1 DNA repair: -18%; Mito fusion act: 14%; PTAP TSG101 blk: -9%

Results for CC1CCCC(NC(=O)COC(=O)COc2ccccc2Cl)C1C (configuration not stated) ?
TSHR antagonist: 5; uPA generation: 2%; BCR signal inh: 1%; Eya2 inh: -2%; Tb PFK block: 2%; TCR activator: -3%; B2AR arrestin: -0.4%; USP2a inh: 0%; ELG1 DNA repair: inconclusive; Mito fusion act: -1%; PTAP TSG101 blk: -2%

Results for COC(=O)Cn1ncn2cccc2c1=O ?
TSHR antagonist: -2; uPA generation: 7%; BCR signal inh: 0%; Eya2 inh: 13%; Tb PFK block: -3%; TCR activator: -4%; B2AR arrestin: 0.0%; USP2a inh: 1%; ELG1 DNA repair: 17%; Mito fusion act: 1%; PTAP TSG101 blk: 0%

Results for COc1cccc(NC(=O)Nc2ccc3c(c2)CCC3)c1 ?
TSHR antagonist: -3; uPA generation: -19%; BCR signal inh: inconclusive; Eya2 inh: -4%; Tb PFK block: -1%; TCR activator: 1%; B2AR arrestin: -0.3%; USP2a inh: 0%; ELG1 DNA repair: inconclusive; Mito fusion act: 0%; PTAP TSG101 blk: -4%

What do the screens show for `Cc1nn(C)c(C(=O)NNC(=S)Nc2ccc(F)cc2)c1[N+](=O)[O-]`?
TSHR antagonist: 6; BCR signal inh: 0%; Eya2 inh: 7%; Tb PFK block: 3%; TCR activator: 0%; B2AR arrestin: -0.3%; USP2a inh: -1%; ELG1 DNA repair: 7%; Mito fusion act: 0%; PTAP TSG101 blk: 0%

What do the screens show for `CCn1c(SCC(=O)OC(C)C)nnc1-c1ccccc1OC`?
TSHR antagonist: 3; uPA generation: 15%; BCR signal inh: -1%; Eya2 inh: 3%; Tb PFK block: -2%; TCR activator: -1%; B2AR arrestin: -0.1%; USP2a inh: 1%; ELG1 DNA repair: 7%; Mito fusion act: -5%; PTAP TSG101 blk: -6%

Results for COCCn1c(SCC(=O)NC(=O)NC2CCCCC2)nc2ccccc2c1=O ?
uPA generation: inconclusive; BCR signal inh: inconclusive; Eya2 inh: -32%; Tb PFK block: -7%; TCR activator: 0%; B2AR arrestin: -0.3%; USP2a inh: 4%; ELG1 DNA repair: inconclusive; PTAP TSG101 blk: -7%

How did CCCS(=O)(=O)c1c(S(=O)(=O)CCC)c2cnccn2c1C(=O)c1ccc(CC)cc1 do in these assays?
TSHR antagonist: 21; uPA generation: -4%; BCR signal inh: 1%; Eya2 inh: -7%; Tb PFK block: -1%; TCR activator: -4%[46.1 µM]; B2AR arrestin: 0.0%; USP2a inh: -1%; ELG1 DNA repair: -10%; Mito fusion act: 0%; PTAP TSG101 blk: 0%

What do the screens show for `CCN(CC)CCC/C(=N\O)C(O)(c1ccccc1)c1ccccc1`?
TSHR antagonist: -3; uPA generation: -5%; BCR signal inh: -9%; Eya2 inh: 0%; Tb PFK block: 2%; TCR activator: 1%; B2AR arrestin: 0.0%; USP2a inh: 1%; ELG1 DNA repair: 7%; Mito fusion act: 1%; PTAP TSG101 blk: -5%

How did CSc1ccccc1NC(=S)NC1CCCC1 do in these assays?
TSHR antagonist: 2; uPA generation: 9%; BCR signal inh: inconclusive; Eya2 inh: -7%; Tb PFK block: -10%; TCR activator: 2%; B2AR arrestin: -1.4%; USP2a inh: 2%; ELG1 DNA repair: 0%; Mito fusion act: -12%; PTAP TSG101 blk: -5%

How did Cc1cccc(/N=C/c2c(O)[nH]c3ccccc23)n1 do in these assays?
TSHR antagonist: 2; uPA generation: -23%; BCR signal inh: inconclusive; Eya2 inh: -2%; Tb PFK block: 1%; TCR activator: 1%; B2AR arrestin: 0.1%; USP2a inh: -2%; ELG1 DNA repair: inconclusive; Mito fusion act: 15%; PTAP TSG101 blk: -2%

Results for CC(=O)c1c(O)cc(C(C)C)n(-c2ccccc2)c1=O ?
TSHR antagonist: 1; uPA generation: inconclusive; BCR signal inh: -2%; Eya2 inh: -1%; Tb PFK block: -5%; TCR activator: 0%[46.1 µM]; B2AR arrestin: -0.7%; USP2a inh: 1%; ELG1 DNA repair: -9%; Mito fusion act: -1%; PTAP TSG101 blk: -1%

What do the screens show for `CCOc1cc(NC(=S)NCCOC)c(OCC)cc1NC(=O)c1cccs1`?
TSHR antagonist: 12; uPA generation: 5%; BCR signal inh: inconclusive; Eya2 inh: -10%; Tb PFK block: -6%; B2AR arrestin: 0.1%; USP2a inh: -1%; ELG1 DNA repair: -8%; Mito fusion act: -2%; PTAP TSG101 blk: -12%

Results for CCOC(=O)C1=C(C)OC(N)=C(C#N)C1c1cc2cc(C)ccc2nc1N1CCCCC1 (configuration not stated) ?
TSHR antagonist: -3; uPA generation: 0%; BCR signal inh: inconclusive; Eya2 inh: -35%; Tb PFK block: 4%; TCR activator: -5%; B2AR arrestin: 3.7%; USP2a inh: 5%; ELG1 DNA repair: inconclusive; Mito fusion act: -2%; PTAP TSG101 blk: -4%

Results for Cc1ccc(/C=N/NC(=O)Cc2cccn2C)s1 ?
TSHR antagonist: 18; uPA generation: -3%; BCR signal inh: inconclusive; Eya2 inh: -3%; Tb PFK block: 1%; TCR activator: 0%[46.1 µM]; B2AR arrestin: -1.1%; USP2a inh: 0%; ELG1 DNA repair: 12%; Mito fusion act: 3%; PTAP TSG101 blk: -3%

Results for O=c1c2cccc3c(N4CCOCC4)ccc(c32)c2nc3ccccc3n12 ?
TSHR antagonist: 8; BCR signal inh: 16%; Eya2 inh: 37%; Tb PFK block: -6%; B2AR arrestin: -0.2%; USP2a inh: 16%; ELG1 DNA repair: inconclusive; Mito fusion act: -2%

How did CCCSc1nc(NCc2ccco2)c2c3c(sc2n1)COC(C)(CC)C3 (configuration not stated) do in these assays?
TSHR antagonist: -6; uPA generation: 7%; BCR signal inh: inconclusive; Eya2 inh: -4%; Tb PFK block: -1%; TCR activator: 6%; B2AR arrestin: 1.0%; USP2a inh: 1%; ELG1 DNA repair: inconclusive; Mito fusion act: 9%; PTAP TSG101 blk: 0%
